HMGR II inh: E. faecalis class II HMG-CoA reductase inhibition; hit rate 0.41% among 190,000; inhibition, % at 10 µM; purified E. faecalis HMGR, NADPH absorbance 340 nm kinetic;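 active = inhibition above a set limit, the median over all tested compounds plus 3 SD, cut at about 9.5% in these data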;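 note: enzyme runs in reverse so mevalonate oxidation gives rising NADPH absorbance; 0% = complete reaction with DMSO and 100% = background rate lacking mevalonate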
PPARg SRC-2 ag: promotes SRC-2 coactivator recruitment by human PPARgamma; PPARgamma LBD-SRC-2 recruitment, biochemical; activation, % at 8 µM; hit rate 0.34% among 200,000; AID 1032; in the data active = activation above about 22%;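 note: 0% = vehicle and 100% = reference agonist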
Target sequence (P37231 whole entry, looked up, the tested form may be a part): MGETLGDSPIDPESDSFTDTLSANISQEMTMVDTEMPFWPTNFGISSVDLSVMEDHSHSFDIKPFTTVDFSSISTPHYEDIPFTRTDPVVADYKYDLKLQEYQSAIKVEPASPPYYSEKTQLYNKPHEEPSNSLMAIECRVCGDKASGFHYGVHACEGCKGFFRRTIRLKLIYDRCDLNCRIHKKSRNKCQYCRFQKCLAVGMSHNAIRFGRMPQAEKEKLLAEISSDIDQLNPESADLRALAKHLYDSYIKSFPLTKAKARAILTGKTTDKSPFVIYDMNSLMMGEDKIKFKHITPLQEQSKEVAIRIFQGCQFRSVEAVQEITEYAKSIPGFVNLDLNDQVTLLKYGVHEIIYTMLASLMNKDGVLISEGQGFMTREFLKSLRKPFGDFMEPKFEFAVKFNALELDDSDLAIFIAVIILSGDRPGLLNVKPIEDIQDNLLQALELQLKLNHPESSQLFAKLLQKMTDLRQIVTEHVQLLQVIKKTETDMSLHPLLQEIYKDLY
bIAP inhibitor: intestinal alkaline phosphatase (bovine) inhibition; AID 1019; 190,000 tested, under 10 active; inhibition, % at 20 µM; purified bovine IAP, CDP-star luminescence, 30 min;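 active = over 50% inhibition of intestinal alkaline phosphatase at 20 µM in the single-dose screen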
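Incubation: 30 min reaction at room temperature / Material: purified bovine intestinal alkaline phosphatase (IAP) enzyme / Input: enzyme at 1/65,000,000 dilution / Dosing: 20 µM single dose / Signal: CDP-star luminescence signal / Reagent: CDP-star chemiluminescent phosphatase substrate, 30 µM final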
SRC2 TRFRET art: TR-FRET artefact, counter-screen to PPARgamma/SRC-2 agonist assay. hits give high values. TR-FRET ratio at 8 µM. hit rate 0.4% among 200,000. AID 1049; in the data active = TR-FRET ratio above about 2000; note: inactives centre near 1500; reference of the scale not given here
PPARg SRC-1 ag: agonists of human PPARgamma SRC-1 coactivator recruitment | hit rate 0.41% among 200,000 | activation, % at 8 µM | P37231 | PPARgamma-SRC-1 coactivator recruitment biochemical assay | AID 631; in the data active = activation above about 19%;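 note: 0% = DMSO and 100% = reference agonist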
Lmaj promast: inhibitors of Leishmania major promastigote growth; Leishmania major promastigotes, resazurin fluorescence viability; inhibition, % at 10 µM; hit rate 9% among 200,000; AID 1063; in the data active = inhibition above about 50%;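 note: promastigotes grown with compound for 44 hours at 28 °C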
DTT redox prof: compounds producing H2O2 with reducing agent – biochemical, NIH compound library profiling, artefact control for MLSCN library redox annotation, primary screen; DTT-dependent redox cycling H2O2, phenol red/HRP absorbance; 100% = 100 µM peroxide control, 0% = buffer; activation, % at 10 µM; hit rate 0.03% among 200,000; AID 878;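 active = activation of at least 50% relative to the plate's high and low controls in the primary single-dose screen; inactive = activation below 50%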;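 note: compound incubated with DTT at 0.8 mM final as the reducing agent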
ROMK mod: human ROMK K+ channel modulation, primary screen | P48048 | Tet-inducible ROMK, thallium flux fluorescence; actives lie on both sides | B-score at 10 µM | hit rate 2% among 130,000 | AID 1918;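 active = signal ratio slope over the read window, or its plate-corrected B-score, at least 3 SD from the plate mean, either direction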;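 note: B-score of the F/F0 ratio slope over 7 to 12 s after thallium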
S1P3 antag: blocks the human S1P3 receptor | CHO S1P3 NFAT-BLA reporter, FRET fluorescence, antagonist mode | Q99500 | hit rate 0.27% among 170,000 | inhibition, % at 4.98 µM;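 active = inhibition above the plate cutoff, the mean inhibition of test wells on that plate plus 3 SD, cut at about 28% in these data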;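 note: cells challenged with S1P at its EC80 of 0.8 µM; blue over green emission ratio from cleaved BLA substrate after 4 h stimulation; 0% = S1P-stimulated wells and 100% = unstimulated DMSO-only wells; some compounds past the cut are filed as inactive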
Target sequence (Q99500 whole entry, looked up): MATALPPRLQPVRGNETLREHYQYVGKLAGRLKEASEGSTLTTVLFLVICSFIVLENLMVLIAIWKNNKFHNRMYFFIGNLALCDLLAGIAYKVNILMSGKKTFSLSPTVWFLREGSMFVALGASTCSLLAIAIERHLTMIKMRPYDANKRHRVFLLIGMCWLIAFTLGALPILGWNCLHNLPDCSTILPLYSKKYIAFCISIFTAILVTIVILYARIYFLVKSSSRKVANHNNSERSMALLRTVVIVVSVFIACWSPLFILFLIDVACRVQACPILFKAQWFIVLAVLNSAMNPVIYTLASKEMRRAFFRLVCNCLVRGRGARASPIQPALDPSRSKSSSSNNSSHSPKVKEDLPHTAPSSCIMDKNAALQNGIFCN
RAM inhibit: inhibitors of the yeast RAM network. S. cerevisiae dse1pr::URA3 reporter, 5-FOA growth OD615, 2 d; analog-sensitive cbk1-as2 kinase mutant strain. inhibition, % at 50 µM. hit rate 1.8% among 190,000;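 active = inhibition above a set limit, 3 SD over mean compound inhibition, cut at about 8.4% in these data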;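 note: 0% = DMSO-only wells with no growth and 100% = 10 µM 1-NA-PP1 full growth; inhibition rescues growth on 5-FOA so higher OD means more RAM inhibition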
PPARg SRC-3 ag: promotes SRC-3 coactivator recruitment by human PPARgamma; hit rate 0.26% among 200,000; P37231; biochemical PPARgamma/SRC-3 coactivator recruitment assay; AID 731; activation, % at 8 µM; in the data active = activation above about 23%;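 note: 0% = DMSO and 100% = reference agonist; some compounds past the cut are filed as inactive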
Numbers without * were called inactive; nt = not tested or not shown.

1	Cn1cc([N+](=O)[O-])c(C(=O)Nc2ccc(C(=O)N3CCCCC3)cc2)n1
2	CCOc1cc(C2NC(=O)NC(O)(C(F)(F)F)C2C(=O)c2ccccc2)ccc1OC (stereo not drawn)
3	C=CCc1ccc(OCC(O)CN2CCCCC2C)c(OC)c1 (stereo not drawn)
4	Clc1ccc(CSc2snnc2-c2ccccc2)cc1
5	CN(C)/C=C\C(=C/C(=O)C(F)(F)F)Nc1ccccc1Oc1ccccc1
6	CCn1cc(C(=O)NCCCN(C)C)c(=O)c2cc(F)c(N3CCN(C)CC3)cc21
7	CCOC(=O)C1=C(c2ccccc2)ON(C)C1c1ccccc1 (stereo not drawn)
8	COc1ccc(N2C(=O)/C(=C/c3ccc([N+](=O)[O-])cc3)N=C2C)cc1
Screen / compound no.,1,2,3,4,5,6,7,8
HMGR II inh,-5,-1,-2,0,3,-8,-3,-5
PPARg SRC-2 ag,-2,9,-14,-1,2,6,-2,1
bIAP inhibitor,29,10,1,nt,-4,-11,30,-4
SRC2 TRFRET art,1430,1521,1442,1618,1616,1555,1764,1429
PPARg SRC-1 ag,-8,1,-4,5,14,1,4,1
Lmaj promast,1,-7,93*,0,3,4,8,12
DTT redox prof,0.1,3.0,2.5,-1.6,0.0,-0.9,0.1,-0.3
ROMK mod,nt,0.12,nt,nt,-1,-0.16,0.82,-0.79
S1P3 antag,-6,-38,-18,nt,2,nt,-13,2
RAM inhibit,0.9,-1.1,-0.1,2.5,1.2,0.8,1.2,3.7
PPARg SRC-3 ag,-3,-10,-2,-8,6,3,1,1

9	O=C(c1ccncc1)N1CCN(c2cccc(C(F)(F)F)c2)CC1
10	CCOC(=O)c1ccc(NC(=O)c2cc(OC)c(OC)c(OC)c2Br)cc1
11	COc1ccc(S(=O)(=O)Nc2cc(C)c(O)c(S(=O)(=O)c3ccccc3)c2)cc1
12	Cc1ccc2nc(NC(=O)CSCC(=O)OCC(=O)c3ccc(Br)cc3)sc2c1
13	CC(=O)c1cnc2cc(-c3ccccc3)nn2c1C
14	O=C(OCCOCCN=C1NS(=O)(=O)c2ccccc21)C1CC(=O)N(c2ccccc2)C1 (stereo not drawn)
15	CC(=O)Nc1ccc(S(=O)(=O)NNC(=O)CCC(=O)Nc2cc(C)ccc2C)cc1
16	CC(C)C1Cc2c(C#N)c(N)sc(=S)c2CO1 (stereo not drawn)
Screen / compound no.,9,10,11,12,13,14,15,16
HMGR II inh,0,-4,-4,-1,-1,-4,-1,2
PPARg SRC-2 ag,-6,6,1,7,-11,-1,0,39*
bIAP inhibitor,0,20,4,-1,0,18,31,37
SRC2 TRFRET art,1597,1700,1717,1714,1353,1564,1614,2315*
PPARg SRC-1 ag,-1,2,7,8,2,2,10,33*
Lmaj promast,14,74*,-4,-7,-3,1,33,1
DTT redox prof,0.2,-0.2,-1.9,-4.0,3.5,-9.5,-0.5,0.4
ROMK mod,0.39,nt,-0.21,nt,0.086,0,nt,0.23
S1P3 antag,nt,-5,-11,nt,19,-37,12,nt
RAM inhibit,1.1,0.7,0.6,4.3,3.6,0.3,2.0,1.7
PPARg SRC-3 ag,-1,3,7,3,-1,-2,-1,47*

Along the list, as entered above.
Compounds 9 to 15 in PPARg SRC-2 ag read -6, 6, 1, 7, -11, -1, 0
Compounds 9 to 15 in PPARg SRC-1 ag read -1, 2, 7, 8, 2, 2, 10

New compounds follow
17	O=C1N=C2N(CCN3CCCCC3)c3ccccc3N2/C1=C\c1ccc([N+](=O)[O-])o1
18	O=C(Cc1ccccc1)Nc1cccc(N2C(=O)C=CC2=O)c1
19	Cc1cc(=O)oc2cc(Oc3ccc([N+](=O)[O-])cc3[N+](=O)[O-])ccc12
20	O=C(CSc1nc(-c2ccco2)cc(C(F)(F)F)n1)NN1CCOCC1
21	COC(=O)NCc1cccc(CNC(=O)OC)c1
22	COCCCNC(=O)C(C#N)c1nc2ccccc2nc1N1CCCC1 (stereo not drawn)
23	Cc1ccc2sc(NNC(=O)C3COc4ccccc4O3)nc2c1C (stereo not drawn)
24	COc1ccc(-n2c(=O)/c(=C\c3cccs3)s/c2=C(/C#N)C(=O)NCCN2CCOCC2)cc1
Screen / compound no.,17,18,19,20,21,22,23,24
HMGR II inh,-3,-4,0,-3,-3,0,4,-3
PPARg SRC-2 ag,1,-2,4,-3,2,-2,2,-3
bIAP inhibitor,-7,4,-12,-15,5,nt,-12,-13
SRC2 TRFRET art,1430,1346,1772,1382,1594,1503,1406,1391
PPARg SRC-1 ag,4,2,5,-3,6,15,3,-1
Lmaj promast,100*,3,86*,3,-2,-1,45,0
DTT redox prof,9.5,-0.3,0.2,-0.5,-0.1,-0.7,0.4,-1.7
ROMK mod,0.32,-2.8,-0.33,-1.3,0.23,nt,-1.4,1.4
S1P3 antag,-1,-6,-11,13,-11,nt,-2,1
RAM inhibit,0.3,0.0,5.6,2.2,3.8,2.0,4.9,1.5
PPARg SRC-3 ag,0,4,0,-1,9,-2,3,0

25	COC(=O)c1cccc(NC(=O)Cc2ccccc2[N+](=O)[O-])c1C
26	COc1ccccc1/C=C/C(=O)NCC(=O)N/N=C/c1ccccc1
27	CCOC(=O)c1c(C)oc2cc(Br)c(OCC(N)=O)cc12
28	Cn1c(NC(=O)Cc2cccs2)cc(=O)n(C)c1=O
29	O=C(Nc1cnn(Cc2ccc(Cl)cc2)c1)c1cnccn1
30	CC1CCCCN1CCNC(=O)CC1Oc2ccccc2NC1=O (stereo not drawn)
31	Cc1noc(C(=O)Nc2c(C)n(C)n(-c3ccccc3)c2=O)c1Cl
32	Cc1ccccc1C1c2[nH]c3ccccc3c2CCN1CCCn1cccn1 (stereo not drawn)
Screen / compound no.,25,26,27,28,29,30,31,32
HMGR II inh,0,-5,-5,-13,-6,-7,0,-4
PPARg SRC-2 ag,9,2,9,-9,1,-6,-3,-1
bIAP inhibitor,-29,7,1,12,11,5,8,-29
SRC2 TRFRET art,1722,1580,1421,1435,1565,1480,1542,1607
PPARg SRC-1 ag,-3,-6,5,-6,6,-4,4,9
Lmaj promast,-2,-7,1,1,1,-4,-8,37
DTT redox prof,0.2,0.0,1.2,0.3,1.2,-0.7,-0.4,0.5
ROMK mod,nt,-0.42,-0.11,nt,-0.57,nt,nt,-0.62
S1P3 antag,-14,-15,nt,-24,10,-6,-14,8
RAM inhibit,1.6,1.1,-0.9,-0.6,1.8,-0.3,3.6,-0.8
PPARg SRC-3 ag,2,0,10,-10,-2,-8,3,-2

33	CCN(CC)CCCN=Cc1c(O)n(Cc2ccccc2)c(=O)c2ccccc12
34	CC(=O)Nc1ccc(NC(=O)COC(=O)Cc2cccs2)cc1
35	COC(=O)CC[C@@H](C(=O)O)N1C(=O)c2ccccc2C1=O
36	Cc1nnc(N(C(=O)c2cnccn2)c2ccccc2)s1
37	CCOC(=O)c1c(NC(=O)COc2cccc3c2CCN(Cc2ccc(F)cc2)C3=O)sc2c1CCC2
38	COC(=O)Cn1cc(C(=O)C(F)(F)F)c2ccccc21
39	Cc1ccc(-c2onc3ccc(Cl)cc23)cc1
40	O=C(C1=C[C@@H](c2coc3ccccc3c2=O)C[C@@H](OCCCCO)O1)N1CCN(Cc2ccccc2)CC1
Screen / compound no.,33,34,35,36,37,38,39,40
HMGR II inh,-4,-4,1,-5,3,-1,-2,-5
PPARg SRC-2 ag,2,-3,3,11,5,2,-2,9
bIAP inhibitor,-4,4,10,4,-12,11,-10,-18
SRC2 TRFRET art,1421,1597,1512,1455,1454,1663,1440,1730
PPARg SRC-1 ag,1,7,8,1,14,6,7,10
Lmaj promast,99*,-3,-6,23,1,-6,1,8
DTT redox prof,1.4,0.0,0.1,2.9,1.7,-0.8,-0.3,0.0
ROMK mod,nt,-0.67,nt,nt,nt,-0.3,0.33,nt
S1P3 antag,nt,nt,-37,-10,-12,6,2,-16
RAM inhibit,0.3,-0.3,0.8,1.1,4.4,3.5,1.1,-0.2
PPARg SRC-3 ag,0,2,5,2,-1,1,1,9

One compound at a time, from the list above. Screens in order: HMGR II inh, PPARg SRC-2 ag, bIAP inhibitor, SRC2 TRFRET art, PPARg SRC-1 ag, Lmaj promast, DTT redox prof, ROMK mod, S1P3 antag, RAM inhibit, PPARg SRC-3 ag
COC(=O)CC[C@@H](C(=O)O)N1C(=O)c2ccccc2C1=O reads 1, 3, 10, 1512, 8, -6, 0.1, nt, -37, 0.8, 5
COC(=O)NCc1cccc(CNC(=O)OC)c1 reads -3, 2, 5, 1594, 6, -2, -0.1, 0.23, -11, 3.8, 9

Among those listed so far, two have an aryl thioether with sulfur outside any ring.
4	Clc1ccc(CSc2snnc2-c2ccccc2)cc1
20	O=C(CSc1nc(-c2ccco2)cc(C(F)(F)F)n1)NN1CCOCC1
Screen / compound no.,4,20
HMGR II inh,0,-3
PPARg SRC-2 ag,-1,-3
bIAP inhibitor,nt,-15
SRC2 TRFRET art,1618,1382
PPARg SRC-1 ag,5,-3
Lmaj promast,0,3
DTT redox prof,-1.6,-0.5
ROMK mod,nt,-1.3
S1P3 antag,nt,13
RAM inhibit,2.5,2.2
PPARg SRC-3 ag,-8,-1

(next part)
41	CCCCCC/C(=N\NS(C)(=O)=O)c1ccccc1
42	COC(=O)c1ccccc1NC(=S)NC(=O)C1CC1
43	COc1ccc(C(=O)NCc2nnc(SCC(=O)Nc3cc(C)cc(C)c3)o2)cc1OC
44	CCOc1ccc(/C=C2/Sc3ccc(C(=O)N4CCN(C(=O)c5ccco5)CC4)cc3N(C)C2=O)cc1OC
45	O=C(NCc1ccccn1)c1ccc2ccccc2n1
46	NC(=O)c1c(NC(=O)Cn2cc([N+](=O)[O-])cn2)sc2c1CCCC2
47	O=S1(=O)c2cccc3cccc(c23)N1Cc1nnc(-c2ccccc2Br)o1
48	Cc1oc(-c2cccs2)nc1CN1CCN(CC(C)C)C(CCO)C1 (stereo not drawn)
49	CN(c1ccc(OCC(=O)Nc2nc(-c3ccccc3)cs2)cc1)S(=O)(=O)c1ccc(F)cc1
50	Clc1ccccc1-c1nn2c(COc3ccccc3)nnc2s1
Screen / compound no.,41,42,43,44,45,46,47,48,49,50
HMGR II inh,-3,0,-1,-9,-2,1,-3,-1,-3,-1
PPARg SRC-2 ag,16,6,3,-2,3,4,-4,1,-4,10
bIAP inhibitor,0,10,-6,6,-10,26,26,-21,4,2
SRC2 TRFRET art,1734,1743,1446,1714,1605,1555,1720,1574,1474,1737
PPARg SRC-1 ag,3,3,9,4,-1,6,3,6,4,4
Lmaj promast,-2,-5,-4,42,-7,-1,24,2,97*,37
DTT redox prof,-0.8,0.0,0.8,-1.0,-2.6,-0.1,1.7,-1.1,0.2,-0.5
ROMK mod,nt,1.3,nt,-0.21,nt,-0.27,-2,0.014,2.2,nt
S1P3 antag,nt,nt,nt,-18,-26,-12,33,8,-8,-8
RAM inhibit,1.4,0.5,2.9,3.9,0.7,0.3,3.9,0.5,3.9,0.8
PPARg SRC-3 ag,17,-2,11,3,5,4,3,1,-2,2
